SENP8 block-1 = SENP8 protease inhibitors, primary screen, biochemical, luminescence | Sentrin-specific protease 8 (Homo sapiens), Q96LD8 | purified SENP8, Z-RLRGG-aminoluciferin cleavage | inhibition, % at 10 µM | 330,000 tested, 1.2% active | AID 2540, 2010; in the data active means inhibition above about 50%
Target sequence (Q96LD8 whole entry, looked up): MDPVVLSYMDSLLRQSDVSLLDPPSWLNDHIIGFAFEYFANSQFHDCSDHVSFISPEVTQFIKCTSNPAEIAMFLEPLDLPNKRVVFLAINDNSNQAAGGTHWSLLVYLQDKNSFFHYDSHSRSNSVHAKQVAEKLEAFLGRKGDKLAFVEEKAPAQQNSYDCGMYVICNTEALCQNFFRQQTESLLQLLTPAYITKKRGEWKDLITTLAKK
UBC13 polyUb = UBC13 polyubiquitin chain formation inhibitors, primary screen, biochemical, TR-FRET, uHTS | inhibition, % at 20 µM | 330,000 tested, 0.47% active; in the data active means inhibition above about 45%, passing the limit was not always enough
Target sequence (P61088 whole entry, looked up): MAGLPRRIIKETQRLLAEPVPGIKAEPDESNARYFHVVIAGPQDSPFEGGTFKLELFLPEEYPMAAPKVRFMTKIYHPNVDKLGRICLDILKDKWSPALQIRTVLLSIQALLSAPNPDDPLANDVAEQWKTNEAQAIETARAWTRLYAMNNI
SENP6 inh = SENP6 protease inhibitors, primary screen, biochemical, luminescence, uHTS. Recombinant SENP6 catalytic domain, aminoluciferin luminescence. Sentrin-specific protease 6 (Homo sapiens), Q9GZR1. inhibition, % at 10 µM. 330,000 tested, 1.8% active. AID 2599, 2010;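 active means inhibition above about 50% at the single tested dose, limit read from the data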;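 further: plate controls were DMSO wells with enzyme for no effect and DMSO wells lacking enzyme for full effect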
SENP7 inh = SENP7 protease inhibitors, primary screen, biochemical, luminescence, uHTS. 330,000 tested, 1.5% active. inhibition, % at 5 µM. AID 434973, 2010. Sentrin-specific protease 7 (Homo sapiens), Q9BQF6. recombinant SENP7, Z-RLRGG-aminoluciferin luminescence, 40 min;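 active means inhibition above about 50% at the single test dose, limit read from the data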;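 further: plate controls were DMSO with enzyme for no effect and no enzyme buffer wells for full effect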
Target sequence (Q9BQF6 706-1050 limits assumed): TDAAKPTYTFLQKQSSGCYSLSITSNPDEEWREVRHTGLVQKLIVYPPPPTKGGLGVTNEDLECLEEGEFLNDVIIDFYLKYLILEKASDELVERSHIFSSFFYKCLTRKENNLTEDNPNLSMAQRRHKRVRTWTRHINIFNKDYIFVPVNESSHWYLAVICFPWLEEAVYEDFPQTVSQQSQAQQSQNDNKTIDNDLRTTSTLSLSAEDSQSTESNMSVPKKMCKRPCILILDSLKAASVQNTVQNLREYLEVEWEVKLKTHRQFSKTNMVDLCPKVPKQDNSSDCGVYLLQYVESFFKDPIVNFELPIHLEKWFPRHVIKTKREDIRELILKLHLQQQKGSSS
SENP1 FRET inh = human SENP1 catalytic domain inhibitors, primary screen, biochemical, FRET, uHTS. Sentrin-specific protease 1 (Homo sapiens), Q9P0U3. recombinant SENP1 catalytic domain, CyPet-SUMO1-YPet FRET cleavage. inhibition, % at 10 µM. 360,000 tested, 0.21% active. AID 624204, 2012;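 active means inhibition at least 30% at 10 µM, raw YFP signal under a set limit, fluorescence ratio 0.5 to 1.5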;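 further: 0% = enzyme with DMSO and 100% = no enzyme wells; some results filed as inactive read as strong as hits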
Target sequence (Q9P0U3 419-644 limits assumed): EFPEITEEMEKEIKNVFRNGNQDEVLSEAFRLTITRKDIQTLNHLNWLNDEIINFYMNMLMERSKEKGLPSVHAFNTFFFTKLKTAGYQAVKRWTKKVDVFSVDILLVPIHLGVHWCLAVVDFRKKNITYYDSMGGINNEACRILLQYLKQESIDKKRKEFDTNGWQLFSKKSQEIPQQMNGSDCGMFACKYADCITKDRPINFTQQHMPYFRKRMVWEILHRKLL
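Assay system: hSENP1 catalytic domain, recombinant. Amount: SENP1 enzyme, 20 pM final. Schedule: 50 min reaction, RT, dark. Technique: FRET, CFP and YFP emission. Control set: no-enzyme wells low, DMSO-plus-enzyme wells high control.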
Apaf-1 inh = inhibitors of human Apaf-1 apoptosome, primary screen, biochemical, DEVD-Rh110 fluorescence, uHTS; AID 489030, 2010; reconstituted apoptosome caspase-3 activity; 330,000 tested, 0.71% active; Apoptotic protease-activating factor 1 (Homo sapiens), O14727; inhibition, % at 20 µM; active means inhibition of at least 40% at 20 µM;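 further: plate controls were DMSO wells for no effect and DEVD-CHO caspase inhibitor wells for full effect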
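System – cell-free apoptosome with Apaf-1, procaspase-3 and caspase-9 · Buffer or medium – pH 7.5 Hepes buffer with CHAPS, BSA, DTT · Also added – cytochrome c with DEVD-Rh110 · Times – 30 min compound preincubation, 50 min activation, room temperature · Technique – Rh110 fluorescence intensity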
APOBEC3G inh = APOBEC3G DNA deaminase inhibitors, primary screen, biochemical, fluorescence, single-stranded DNA substrate, uHTS; DNA dC->dU-editing enzyme APOBEC-3G (Homo sapiens), Q9HC16; recombinant A3G, ssDNA deamination FAM/TAMRA fluorescence; inhibition, % at 20 µM; 330,000 tested, 0.28% active; AID 493012, 2011;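 active means inhibition of at least 40% at 20 µM, with no more than 30% in the related APOBEC3A deaminase screen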;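 further: plate controls were DMSO wells with A3G for no effect and wells lacking A3G enzyme for full effect; some compounds called inactive have numbers as strong as hits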
SENP8 block-2 = human SENP8 protease inhibitors, primary screen, biochemical, fluorescence, Nedd8 protein substrate, uHTS. Sentrin-specific protease 8 (Homo sapiens), Q96LD8. recombinant SENP8. inhibition, % at 20 µM. 360,000 tested, 0.64% active. AID 602440, 2012; in the data active means inhibition mostly above about 40%, no sharp cut-off; inactive means mostly below about 27%
Starred values were filed as active, the others as inactive; . = no result given.

SMILES | SENP8 block-1 | UBC13 polyUb | SENP6 inh | SENP7 inh | SENP1 FRET inh | Apaf-1 inh | APOBEC3G inh | SENP8 block-2
N/C(=N\OC(=O)c1ccccc1F)c1cccc([N+](=O)[O-])c1 | 34 | -6 | 13 | 64* | 0 | 5 | 5 | 19
CCOC(=O)C1=CN(Cc2cccc(Br)c2)S(=O)(=O)N(C)C1C (stereo unspecified) | . | . | . | -4 | 0 | 32 | -1 | 4
Fc1cnc(Cl)nc1N1CCN(c2ccccc2)CC1 | -6 | 4 | -23 | -7 | 3 | -4 | -5 | 3
Cc1occc1C(=O)Nc1ccccc1C(=O)O | -14 | -4 | 0 | -9 | 0 | 10 | -6 | 2
O=C(Nc1cccc(NC(=O)c2ccc(Br)o2)c1)c1ccccc1 | 0 | -3 | 4 | 9 | -2 | 6 | -4 | 13
CCOC(=O)c1c(NC(=O)CSc2nnnn2-c2ccccc2)sc2c1CCC(C)C2 (stereo unspecified) | -2 | -2 | 0 | -3 | 1 | 13 | -6 | 7
COc1ccccc1Oc1coc2c(CN3CCN(C)CC3)c(O)ccc2c1=O | -3 | 10 | -6 | -8 | -5 | -8 | -4 | -310
Cc1cc(C)c2c(n1)SCC(=O)N2CC(=O)Nc1cc(F)ccc1F | -1 | -5 | -6 | -5 | 1 | 3 | -5 | 12
O=[N+]([O-])c1ccc(Cl)c(S(=O)(=O)NCC2CCCO2)c1 (stereo unspecified) | -5 | -8 | -12 | 7 | 1 | -3 | -8 | 3
CC(C)(C)c1ccc(NC(=O)CN2C(=O)NC(C)(C3CC3)C2=O)cc1 (stereo unspecified) | 5 | 6 | 0 | 1 | -2 | 5 | -7 | 14
CCOc1ccccc1NC(=S)NCCc1ccc(F)cc1 | 3 | 12 | -24 | 4 | -1 | 2 | -10 | 12
COC(=O)c1[nH]c2ccc(F)cc2c1NC(=O)C1=COCCO1 | 0 | 2 | 0 | 5 | 3 | -6 | -5 | -426
Cc1cccc(N(C)C(=O)c2cc(S(=O)(=O)N3CCCC3)cn2C)c1 | 7 | 2 | -8 | 1 | -1 | -16 | -5 | 9
CCNC(=O)c1cc(Br)ccc1Cl | -13 | -5 | -15 | -9 | 4 | -11 | -6 | 5
COc1ccc(C(=O)N/N=C/c2c(CO)cnc(C)c2O)cc1 | 3 | 8 | -10 | 7 | -26 | -8 | -5 | -417
CCOc1ccccc1-c1nnc(CS(=O)(=O)c2ccccc2)o1 | -7 | -1 | -13 | -10 | 1 | 4 | 2 | 6
C[N+]1(CC#CC(O)(c2ccccc2)c2ccccc2)CCCC1 | 5 | 10 | 4 | 2 | -1 | 3 | 31 | 13
O=C(COC(=O)c1ccccn1)Nc1ccc2c(c1)OCCO2 | -8 | 2 | -11 | 12 | 3 | -8 | -5 | 2
CCOc1cccc(-c2c(C(=O)N/N=C/c3cccs3)nnn2-c2nonc2N)c1 | -7 | -14 | 5 | -6 | 2 | 15 | -4 | -8
CC1CCN(S(=O)(=O)c2cccc(C(=O)N(C)C3CCS(=O)(=O)C3)c2)CC1 (stereo unspecified) | -5 | -6 | -10 | 8 | 1 | 1 | -4 | 17
Cc1ccc(C(C)C)c(OCCCN2CCc3ccccc3C2)c1 | -14 | 12 | 1 | -11 | 1 | 21 | 0 | 8
C[C@H](CO)N1C[C@H](C)[C@@H](CN(C)C(=O)Nc2ccc3c(c2)OCO3)Oc2c(NC(=O)Nc3ccccc3)cccc2C1=O | -3 | 2 | -9 | 6 | 2 | -1 | -4 | 5
O=C(Cc1ccc2c(c1)OCCO2)N1CCN(S(=O)(=O)c2cccs2)CC1 | -6 | -5 | 3 | -6 | -5 | 7 | -3 | 12
c1ccc(-n2c(-c3ccncc3)nnc2-c2ccco2)cc1 | 1 | 0 | -13 | 1 | 1 | 3 | -2 | -48
CC(C)N1CCC(=NNc2ccc([N+](=O)[O-])cc2S(=O)(=O)N2CCOCC2)CC1 | -1 | -18 | 5 | 9 | 6 | -5 | -13 | 28
Cn1c(=O)[nH]c(=O)c2c1nc(NCCCn1ccnc1)n2CCOc1ccccc1 | 2 | 7 | 5 | 5 | 0 | -2 | -1 | 14
Cc1ccccc1/C=N/Nc1ncnc2nc[nH]c12 | -7 | 2 | 15 | 22 | 2 | -18 | -6 | 10
Cn1nc(C(=O)Nc2ccc(S(=O)(=O)Nc3ncccn3)cc2)ccc1=O | 0 | 10 | -12 | -1 | -13 | -19 | 7 | 2
CC(C)(C)[C@]1(O)CCN2C[C@H]3c4ccccc4CCc4cccc(c43)[C@@H]2C1 | 8 | 6 | -6 | -3 | -2 | 5 | -6 | 9
Cc1noc(C)c1COc1ccc2ccc(=O)oc2c1 | -8 | -1 | -10 | -8 | 1 | -5 | -6 | -212
O=C(/C=C/c1ccco1)NC(=S)Nc1ccc(C(=O)O)cc1 | -8 | -10 | -17 | -7 | 1 | 9 | 57 | 12
COc1ccc(OC)c(N2Cc3ccccc3C2)c1 | 0 | -6 | 7 | 5 | 0 | 12 | -5 | -2
C(=C\c1ccccc1)/C=N/Nc1nc2ccccc2[nH]1 | 14 | -21 | -21 | 6 | -28 | 29 | -3 | -139
COc1ccc(C)cc1NC(=O)C(OC(=O)c1ccc(Cl)c(S(=O)(=O)N(C)c2ccccc2)c1)c1ccccc1 (stereo unspecified) | 0 | -10 | 8 | -1 | 1 | 13 | -9 | 5
O=C(COC(=O)c1nc(Cl)ccc1Cl)NCc1ccc(Cl)cc1Cl | 7 | -2 | -2 | -8 | 0 | 9 | -11 | -8
O=C(CN1C(=O)C2CCCCC2C1=O)Nc1nccs1 (stereo unspecified) | 4 | 6 | -14 | 5 | 1 | -4 | -2 | 20
Cc1cccc(CNc2ccc(C(CC(N)=O)NC(=O)c3cccc(Br)c3)cc2[N+](=O)[O-])c1 (stereo unspecified) | -9 | -8 | -12 | 2 | 1 | -3 | -8 | 14
O=S(=O)(CCc1ccccc1)N1CCOCC1 | -3 | 3 | 5 | 1 | 0 | -6 | -4 | 18
CNS(=O)(=O)c1ccc(NCC2COc3ccccc3O2)c([N+](=O)[O-])c1 (stereo unspecified) | -3 | -6 | -6 | 8 | -3 | 9 | -6 | 14
COc1ccc(NC(=O)c2cc(-c3ccccc3Cl)on2)cc1OC | 2 | 8 | 0 | -1 | 1 | 2 | -11 | 28

Part of the list above, set out differently:
> COc1ccc(C)cc1NC(=O)C(OC(=O)c1ccc(Cl)c(S(=O)(=O)N(C)c2ccccc2)c1)c1ccccc1 (stereo unspecified)
  SENP8 block-1: 0	UBC13 polyUb: -10	SENP6 inh: 8	SENP7 inh: -1	SENP1 FRET inh: 1	Apaf-1 inh: 13	APOBEC3G inh: -9	SENP8 block-2: 5
> O=C(COC(=O)c1nc(Cl)ccc1Cl)NCc1ccc(Cl)cc1Cl
  SENP8 block-1: 7	UBC13 polyUb: -2	SENP6 inh: -2	SENP7 inh: -8	SENP1 FRET inh: 0	Apaf-1 inh: 9	APOBEC3G inh: -11	SENP8 block-2: -8
> O=C(CN1C(=O)C2CCCCC2C1=O)Nc1nccs1 (stereo unspecified)
  SENP8 block-1: 4	UBC13 polyUb: 6	SENP6 inh: -14	SENP7 inh: 5	SENP1 FRET inh: 1	Apaf-1 inh: -4	APOBEC3G inh: -2	SENP8 block-2: 20
> Cc1cccc(CNc2ccc(C(CC(N)=O)NC(=O)c3cccc(Br)c3)cc2[N+](=O)[O-])c1 (stereo unspecified)
  SENP8 block-1: -9	UBC13 polyUb: -8	SENP6 inh: -12	SENP7 inh: 2	SENP1 FRET inh: 1	Apaf-1 inh: -3	APOBEC3G inh: -8	SENP8 block-2: 14

(further entries)
SMILES | SENP8 block-1 | UBC13 polyUb | SENP6 inh | SENP7 inh | SENP1 FRET inh | Apaf-1 inh | APOBEC3G inh | SENP8 block-2
CC(O)[C@H]1CNC(=O)C(=O)N1CCc1cccc(F)c1 (stereo partly specified) | -11 | -7 | -10 | -13 | 1 | 3 | -9 | 26
O=c1[nH]c2sc3c(c2c(=O)n1Cc1ccccc1)CCC3 | 1 | -5 | -5 | -1 | -2 | -4 | -2 | 5
O=C(C1CCCN(S(=O)(=O)c2ccc(F)cc2)C1)N1CCCCC1 (stereo unspecified) | -1 | 0 | -15 | 3 | 0 | 4 | 16 | 8
CC(C)Cn1c(N)c(C(=O)CSc2nc3ccccc3c(=O)n2CCCN2CCOCC2)c(=O)n(C)c1=O | 5 | 8 | 12 | 1 | . | 5 | 21 | .
COc1cc(CN2CCCC(CO)(Cc3ccccc3C)C2)cc2c1OCO2 (stereo unspecified) | -4 | 12 | 4 | -5 | -4 | -2 | -6 | 7
COC(C/C=C/C(=O)[C@@H](C)OCc1ccccc1)OC | -1 | 7 | -14 | -14 | 2 | -4 | -4 | 0
Cc1cc(C)cc(NC(=O)CN2CCc3cc4c(cc3C2C)OCCCO4)c1 (stereo unspecified) | 2 | -6 | -10 | -5 | 0 | 20 | -5 | -11
COc1ccc(NS(=O)(=O)c2ccc(OC)c(NC(=O)CCC3CCCC3)c2)cc1 | -1 | -3 | 3 | -4 | 2 | 7 | -2 | 14
COc1ccc(CN2C(CC(=O)Nc3cccnc3)c3ccc(C(F)(F)F)cc3S2(=O)=O)cc1 (stereo unspecified) | . | . | . | 0 | 0 | 22 | 6 | 2
CCCCCCN(CCCCCC)C(=O)Cc1c(-c2ccc(F)cc2)[nH]c2ccccc12 | 4 | -16 | -2 | 5 | 1 | 12 | 18 | -88
Cn1c(N)c(C(=O)COC(=O)CCCc2c[nH]c3ccccc23)c(=O)n(C)c1=O | -1 | 8 | -1 | 4 | -7 | 4 | -2 | 3
O=C(Nc1ccc(S(=O)(=O)Nc2nccs2)cc1)c1ccc(F)c(S(=O)(=O)N2CCOCC2)c1 | -3 | 1 | 7 | 4 | -11 | 1 | -2 | 13
Cn1c(SCC(=O)N2CC(=O)Nc3ccccc32)nc2ccccc2c1=O | -12 | 11 | -13 | -12 | -13 | 9 | -5 | -7
COc1ccccc1-n1cnnc1SCC(=O)N1CCOCC1 | 7 | 8 | -15 | 8 | 2 | 0 | -6 | 19
COc1ccc(OC)c(S(=O)(=O)N/N=C(/C)c2c[nH]c3ccccc23)c1 | 1 | 3 | -3 | -3 | 1 | -11 | -8 | 0
Cc1ccc(C(=O)NCCNC(=O)COc2ccc(Cl)cc2)cn1 | 3 | -3 | -10 | 4 | 1 | -1 | -10 | 6
COc1cc(OC)cc(OCC(O)Cn2cnc3cc(C)c(C)cc32)c1 (stereo unspecified) | -1 | 28 | 0 | 0 | -4 | 14 | -5 | 16
CCOc1ccc(NC(=O)C2CCN(c3nnnn3-c3ccccc3)CC2)cc1 | 2 | 4 | -16 | 0 | 2 | 0 | -6 | 7
O=C(N/N=C/c1ccco1)C1CC1c1ccccc1 (stereo unspecified) | 2 | 0 | 11 | 13 | -3 | 0 | 4 | 2
C1=C(c2cccc3ccccc23)N2CCN=C2S1 | -9 | -2 | -16 | 3 | 2 | -18 | -3 | 10
Cc1ccc(C(=O)N2CC(=O)Nc3ccccc32)o1 | -5 | 1 | 0 | -2 | 0 | -1 | -1 | 10

Compounds as they come; overall some 3.6% were active at least once.
